Bioassay records deposited in PubChem BioAssay by several laboratories.
Shn3 inh set2 = Schnurri-3 reporter inhibition in Clone20 osteoblasts; inhibition, % at 12.5 µM; hit rate 0.52% among 360,000; Clone20 osteoblast Shn3 3'UTR firefly luciferase, 24 h; AID 588674;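 active means mean inhibition of at least 75% with every replicate also reaching 75%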;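 further: 0% = median of neutral control wells and 100% = pilot-screen positive control compound; some compounds past the cut are filed as inactive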
HIF-2a block = blocks HIF-2a reporter activity. 786-0 RCC cells HIF-2a reporter, luciferase luminescence, overnight. inhibition, % at 18.8 µM. hit rate 0.72% among 360,000. AID 624352;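 active means inhibition of the luminescence signal of 40% or more relative to plate controls, in a single-dose primary screen at 18.75 µM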
NR2E3 ag-1 = activates human photoreceptor nuclear receptor NR2E3. Q9Y5X4. GST-NR2E3/biotin-RetCOR TR-FRET, 1536-well. inhibition of corepressor binding, % at 4.78 µM. hit rate 0.12% among 320,000. AID 2300;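 active means percent inhibition above the cutoff of mean plus 3 SD of all tested compounds, set per screening campaign, cut at about 20% in these data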;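 further: 0% = DMSO wells and 100% = biotin wells as full block of FRET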
Target sequence (Q9Y5X4 whole entry, looked up): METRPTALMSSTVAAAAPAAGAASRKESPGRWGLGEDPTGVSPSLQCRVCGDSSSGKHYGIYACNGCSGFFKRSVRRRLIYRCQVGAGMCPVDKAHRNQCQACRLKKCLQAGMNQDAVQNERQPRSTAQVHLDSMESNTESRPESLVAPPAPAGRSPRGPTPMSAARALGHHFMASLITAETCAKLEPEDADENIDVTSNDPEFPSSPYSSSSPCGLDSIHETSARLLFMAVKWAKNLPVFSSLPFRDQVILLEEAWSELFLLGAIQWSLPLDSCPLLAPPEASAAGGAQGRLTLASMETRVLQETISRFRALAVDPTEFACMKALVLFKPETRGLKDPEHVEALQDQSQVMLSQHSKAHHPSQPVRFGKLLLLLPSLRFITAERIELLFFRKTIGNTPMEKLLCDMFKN
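Format: 1536-well format; test system: GST-NR2E3 and biotin-RetCOR proteins; read-out basis: percent inhibition of TR-FRET ratio; timing: 5 h incubation at 4 °C; detection: time-resolved FRET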
CF NFkB inh = inhibitors of cystic fibrosis induced NF-kB; hit rate 0.86% among 360,000; AID 588850; KKLEB NF-kB-GFP reporter, PAF-induced, GFP fluorescence overnight; inhibition, % at 5 µM;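 active means at least 50% inhibition at 5 µM, scaled per plate between neutral and stimulator controls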;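 further: PAF is a Pseudomonas aeruginosa culture filtrate used as stimulus; plate controls were PAF-stimulated DMSO wells for no effect and unstimulated DMSO wells for full effect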
MITF TRPM1 inh = reduces MITF-dependent TRPM1 promoter luciferase signal; SK-MEL-5 TRPM1 promoter luciferase, 24 h; inhibition, % at 12.5 µM; hit rate 0.83% among 330,000;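 active means mean inhibition across replicates of 60% or more, whatever share of single replicates reaches that level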; further: values of inactives mirror those of a sister screen read the other way
NR2E3 ag-2 = human photoreceptor-specific nuclear receptor agonism; CHO-S Gal4-NCOR/VP16-NR2E3 two-hybrid, luciferase; inhibition of corepressor binding, % at 3.98 µM; hit rate 0.35% among 360,000; AID 602229;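 active means inhibition above the mean of all tested compounds plus 3 SD, cut at about 70% in these data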;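 further: 0% = DMSO with NR2E3 transfected cells and 100% = cells lacking NR2E3 construct; higher means lower luciferase signal from less NR2E3 corepressor binding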
TRAIL sens C8 = sensitizes caspase-8 expressing cells to TRAIL. inhibition (viability loss, TRAIL sensitization), % at 10 µM. AID 624354. NB7+C8 cells + TRAIL, ATPlite viability luminescence. hit rate 1% among 360,000;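 active means compounds causing at least 50% loss of cell viability in the single-dose screen, relative to plate controls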
TROY signal inh = inhibitors of TROY-dependent NF-kB signaling; hit rate 0.98% among 360,000; inhibition, % at 10 µM; AID 1347056; Q293 LMP1-TROYcd NF-kB luciferase reporter, 4 h;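 active means compounds whose plate-normalised and pattern-corrected inhibition of the luciferase reporter signal at the single screening dose is 50% or more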
Peg3 prom inh = reduces Peg3 promoter-driven luciferase expression in HeLa; HeLa PEG-Prom luciferase reporter, luminescence, overnight; AID 588405; inhibition, % at 20 µM; hit rate 1.7% among 360,000;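 active means inhibition of at least 50% at 20 µM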
KKLEB tox = reduces viability of KKLEB cystic fibrosis airway cells; KKLEB CF airway cells viability, ATPlite luminescence, overnight; hits give low values; cells stimulated with P. aeruginosa culture filtrate; AID 602141; activity change (cytotoxicity), % at 5 µM; hit rate 0.36% among 360,000;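 active means corrected activity change at or below -50% at 5 µM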
TWEAK-Fn14 inh = blocks TWEAK-Fn14 interaction in a reporter cell assay | AID 1159606 | TWEAK-stimulated Fn14 reporter cells, luciferase luminescence, 8 h | inhibition, % at 10 µM | hit rate 2% among 360,000; in the data active means inhibition above about 50%
Starred values were filed as active, the others as inactive; · = no result given. These rows are one share of the data; the hit share may differ from the screen's.

SMILES	Shn3 inh set2	HIF-2a block	NR2E3 ag-1	CF NFkB inh	MITF TRPM1 inh	NR2E3 ag-2	TRAIL sens C8	TROY signal inh	Peg3 prom inh	KKLEB tox	TWEAK-Fn14 inh
CN(CCCNC(=O)COc1cc(=O)n(C)c2ccccc12)Cc1ccccc1	5.4	-17.5	1.0	-38.4	-1.2	6.4	-3.5	-23.4	-19.4	13.7	-19.9
CCCCCCCCN1C(=O)[C@H](CC(=O)NCc2cccs2)C[C@@]2(C(=O)OCC)CCCC=C12	·	12.2	·	·	·	22.5	-5.8	-2.3	·	·	31.7
CCOC(=O)N1CCN(C(=O)CSc2nnc(CNC(=O)c3ccccc3F)o2)CC1	-9.1	9.8	1.1	-0.8	-1.0	5.4	-4.5	4.6	10.2	-5.9	7.9
CN(C)c1nc(N2CCN(c3ccc(F)cc3)CC2)c(C#N)c(=O)o1	-0.9	4.2	·	-20.4	-1.3	11.6	2.0	-9.0	18.3	4.8	-18.2
CN1/C(=C\C(=O)C[n+]2cccc(C(N)=O)c2)C(C)(C)c2ccccc21	-10.0	15.0	4.8	10.8	-5.8	4.5	1.1	-2.5	4.5	-12.7	15.6
CCOC(=O)C1CCN(S(=O)(=O)c2ccc3c4c(cccc24)C(=O)N3CC)CC1	-3.3	-9.4	·	-121.8	-4.0	-18.5	-11.7	-12.1	-1.3	1.9	0.7
C=CCNC(=O)NC(=O)Cn1c(=O)c2c(ncn2CC)n(Cc2ccccc2)c1=O	-5.0	17.6	1.7	-12.1	-0.8	-0.9	-4.0	0.9	19.9	9.1	-1.3
CCOC(=O)Cc1csc(NC(=O)c2ccc(Cl)s2)n1	19.1	-181.8	1.0	-0.9	6.5	-86.3	17.7	-8.0	-154.1	2.6	7.6
CCOC(=O)C1=C(CN2CCc3ccccc32)NC(=O)NC1c1ccc(Cl)cc1 (configuration not stated)	28.4	24.6	0.8	11.9	2.2	-4.5	13.8	17.7	61.5*	-0.3	24.3
O=S1(=O)CC(N2CCN(Cc3ccccc3F)CC2)CN1Cc1cn(Cc2ccc(Cl)cc2)nn1 (configuration not stated)	·	11.3	·	·	·	-9.3	12.8	3.4	·	·	15.3
Cc1nnc(NC(=O)CSc2nnnn2Cc2ccccc2)s1	-13.6	14.9	1.3	-3.7	-12.2	-13.5	2.3	7.3	4.2	1.4	16.7
CCCc1[nH]n(-c2ccc(F)cc2)c(=O)c1C=NCC1CCCO1 (configuration not stated)	8.0	2.1	2.8	-10.9	0.4	-6.6	1.3	-7.6	8.7	7.8	24.9
COC(=O)c1ccccc1NC(=O)CSc1ccc(C)cc1	-5.2	-29.4	0.3	-0.3	-21.6	-36.5	-7.1	-7.8	6.5	-0.3	1.2
O=C(O)c1cnn(-c2nc(-c3cccc([N+](=O)[O-])c3)cs2)c1C(F)(F)F	15.4	10.5	-0.7	-7.3	4.8	-15.1	-1.7	13.8	-8.1	-0.3	-2.2
COc1ccc(CCCNC(=O)C2Cc3c(-c4cccc(NC(C)=O)c4)ccnc3O2)cc1 (configuration not stated)	26.2	24.0	·	0.7	·	-14.6	21.2	45.8	17.6	6.0	45.0
O=S(=O)(Cc1ccccc1)NC1c2ccccc2Oc2ccccc21	7.5	3.7	·	-4.7	3.3	22.4	6.7	-6.6	-32.1	-17.3	-41.2
CCOc1ccc(/C=N/NC(=O)c2cc3c(OC)cc(OC)c(OC)c3[nH]2)cc1	4.5	4.6	1.5	-12.9	-3.4	3.8	23.8	-16.5	35.0	-2.6	26.5
COc1ccc(OC)c(NC(=O)NC2CCCc3ccccc32)c1 (configuration not stated)	16.3	1.5	-0.7	6.6	9.1	-25.6	14.3	-11.7	8.3	0.1	3.2
COc1ccc(-c2csc(Nc3ncccc3C)n2)cc1OC	-41.9	-320.6	3.4	-16.2	-74.6	-94.4	-10.1	-17.9	-320.2	-1.0	-35.4
CCOC(=O)c1ccc(N2C(=O)CC(N3CCOCC3)C2=O)cc1 (configuration not stated)	13.2	4.1	-0.9	6.9	-0.9	-38.7	-8.9	-15.4	9.4	6.2	3.0

Given comma-delimited: eleven of the compounds above
Compound,Shn3 inh set2,HIF-2a block,NR2E3 ag-1,CF NFkB inh,MITF TRPM1 inh,NR2E3 ag-2,TRAIL sens C8,TROY signal inh,Peg3 prom inh,KKLEB tox,TWEAK-Fn14 inh
O=S1(=O)CC(N2CCN(Cc3ccccc3F)CC2)CN1Cc1cn(Cc2ccc(Cl)cc2)nn1 (configuration not stated),·,11.3,·,·,·,-9.3,12.8,3.4,·,·,15.3
Cc1nnc(NC(=O)CSc2nnnn2Cc2ccccc2)s1,-13.6,14.9,1.3,-3.7,-12.2,-13.5,2.3,7.3,4.2,1.4,16.7
CCCc1[nH]n(-c2ccc(F)cc2)c(=O)c1C=NCC1CCCO1 (configuration not stated),8.0,2.1,2.8,-10.9,0.4,-6.6,1.3,-7.6,8.7,7.8,24.9
COC(=O)c1ccccc1NC(=O)CSc1ccc(C)cc1,-5.2,-29.4,0.3,-0.3,-21.6,-36.5,-7.1,-7.8,6.5,-0.3,1.2
O=C(O)c1cnn(-c2nc(-c3cccc([N+](=O)[O-])c3)cs2)c1C(F)(F)F,15.4,10.5,-0.7,-7.3,4.8,-15.1,-1.7,13.8,-8.1,-0.3,-2.2
COc1ccc(CCCNC(=O)C2Cc3c(-c4cccc(NC(C)=O)c4)ccnc3O2)cc1 (configuration not stated),26.2,24.0,·,0.7,·,-14.6,21.2,45.8,17.6,6.0,45.0
O=S(=O)(Cc1ccccc1)NC1c2ccccc2Oc2ccccc21,7.5,3.7,·,-4.7,3.3,22.4,6.7,-6.6,-32.1,-17.3,-41.2
CCOc1ccc(/C=N/NC(=O)c2cc3c(OC)cc(OC)c(OC)c3[nH]2)cc1,4.5,4.6,1.5,-12.9,-3.4,3.8,23.8,-16.5,35.0,-2.6,26.5
COc1ccc(OC)c(NC(=O)NC2CCCc3ccccc32)c1 (configuration not stated),16.3,1.5,-0.7,6.6,9.1,-25.6,14.3,-11.7,8.3,0.1,3.2
COc1ccc(-c2csc(Nc3ncccc3C)n2)cc1OC,-41.9,-320.6,3.4,-16.2,-74.6,-94.4,-10.1,-17.9,-320.2,-1.0,-35.4
CCOC(=O)c1ccc(N2C(=O)CC(N3CCOCC3)C2=O)cc1 (configuration not stated),13.2,4.1,-0.9,6.9,-0.9,-38.7,-8.9,-15.4,9.4,6.2,3.0
